NR5A2 inv ag: inverse agonists of human LRH-1 (NR5A2); O00482; HEK293T StAR-luciferase reporter, LRH-1 transfected, 24 h; inhibition, % at 3.6 µM; 360,000 compounds, 0.13% hits;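 active = inhibition above the mean inhibition of all tested compounds plus 3 SD, cut at about 73% in these data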;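 note: 0% = DMSO wells and 100% = reporter-only cells lacking LRH-1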
Shn3 3UTR inh: reduces Shn3 3'UTR luciferase signal in osteoblasts | 360,000 compounds, 0.52% hits | Clone20 osteoblast Shn3 3'UTR firefly luciferase, 24 h | inhibition, % at 12.5 µM;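 active = mean inhibition of at least 75% with every replicate also reaching 75%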;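 note: 0% = median of neutral control wells and 100% = pilot-screen positive control compound; some compounds past the cut are filed as inactive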
COUP-TFII inh: blocks human COUP-TFII nuclear receptor | P24468 | HEK293T NGFI-A luciferase reporter, luminescence | inhibition, % at 8.6 µM | 370,000 compounds, 0.7% hits | AID 686940;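 active = inhibition above a per-plate cutoff, mean inhibition of test wells between control levels plus 3 SD, cut at about 38% in these data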;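 note: cells cotransfected with COUP-TFII expression vector driving the NGFI-A reporter; 0% = median of COUP-TF2 test wells and 100% = reporter-only cells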
SRC3 inh: inhibits human SRC3 coactivator. 360,000 compounds, 0.17% hits. inhibition, % at 3.6 µM. Q9Y6Q9. HEK293 GAL4-SRC3 luciferase reporter, luminescence;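 active = inhibition above a per-campaign cutoff, the mean of all compounds plus 3 SD, cut at about 60% in these data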;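 note: 0% = DMSO-treated cells and 100% = gossypol-treated cells at 36 µM; higher means less SRC3-driven luciferase light from the GAL4 reporter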
Target sequence (Q9Y6Q9 whole entry, looked up, the tested form may be a part): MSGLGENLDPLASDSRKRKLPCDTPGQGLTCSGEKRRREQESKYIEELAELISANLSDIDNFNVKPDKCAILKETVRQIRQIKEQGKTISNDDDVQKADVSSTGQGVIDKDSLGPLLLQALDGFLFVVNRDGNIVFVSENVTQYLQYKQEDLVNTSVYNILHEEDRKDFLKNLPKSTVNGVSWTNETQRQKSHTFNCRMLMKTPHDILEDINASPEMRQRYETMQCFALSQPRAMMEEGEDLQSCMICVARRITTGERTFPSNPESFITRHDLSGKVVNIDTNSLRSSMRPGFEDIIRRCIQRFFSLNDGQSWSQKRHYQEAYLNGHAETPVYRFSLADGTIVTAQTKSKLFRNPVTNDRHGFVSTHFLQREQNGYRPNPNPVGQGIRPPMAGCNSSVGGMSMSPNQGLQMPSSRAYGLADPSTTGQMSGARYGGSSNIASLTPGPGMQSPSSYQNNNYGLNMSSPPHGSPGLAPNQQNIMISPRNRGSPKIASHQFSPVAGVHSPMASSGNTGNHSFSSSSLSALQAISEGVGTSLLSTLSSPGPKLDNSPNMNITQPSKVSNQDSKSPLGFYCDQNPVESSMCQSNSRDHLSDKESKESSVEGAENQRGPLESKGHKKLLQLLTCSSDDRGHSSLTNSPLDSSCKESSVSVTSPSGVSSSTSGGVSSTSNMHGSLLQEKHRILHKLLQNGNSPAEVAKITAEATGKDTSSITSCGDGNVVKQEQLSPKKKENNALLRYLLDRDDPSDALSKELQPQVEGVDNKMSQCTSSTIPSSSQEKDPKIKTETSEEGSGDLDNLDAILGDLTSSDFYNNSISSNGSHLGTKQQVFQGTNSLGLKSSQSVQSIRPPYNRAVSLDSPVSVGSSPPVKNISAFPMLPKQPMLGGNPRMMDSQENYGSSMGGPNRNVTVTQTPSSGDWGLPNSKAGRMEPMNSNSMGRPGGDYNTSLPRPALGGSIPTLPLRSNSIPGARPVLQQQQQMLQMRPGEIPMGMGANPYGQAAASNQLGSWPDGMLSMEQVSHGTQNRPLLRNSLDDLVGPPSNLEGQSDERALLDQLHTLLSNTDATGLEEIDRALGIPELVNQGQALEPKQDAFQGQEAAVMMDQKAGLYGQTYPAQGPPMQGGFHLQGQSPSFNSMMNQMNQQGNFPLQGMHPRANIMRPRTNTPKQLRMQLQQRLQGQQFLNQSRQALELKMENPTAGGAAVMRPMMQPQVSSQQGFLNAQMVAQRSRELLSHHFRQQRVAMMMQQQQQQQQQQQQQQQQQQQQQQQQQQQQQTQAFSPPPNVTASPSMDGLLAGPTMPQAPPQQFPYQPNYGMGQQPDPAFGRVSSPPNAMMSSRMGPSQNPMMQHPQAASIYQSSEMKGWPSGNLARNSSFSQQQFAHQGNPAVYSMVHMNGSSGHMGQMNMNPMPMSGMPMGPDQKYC
LMP1 NFkB inh: inhibitors of Epstein-Barr LMP1-induced NF-kappaB reporter; LMP1-induced NF-kappaB luciferase reporter cells, luminescence; inhibition, % at 12.5 µM; 350,000 compounds, 0.69% hits; AID 504558; in the data active = inhibition above about 41%;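 note: 0% = neutral control wells and 100% = reference inhibitor control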
NCOA1 inh: inhibitors of human steroid receptor coactivator 1 (SRC1); Q15788; HEK293 GAL4-SRC1 luciferase reporter, luminescence; inhibition, % at 3.6 µM; 360,000 compounds, 0.12% hits; AID 588354;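 active = inhibition above the campaign mean plus 3 SD, with each screening campaign given its own cutoff, cut at about 60% in these data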;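 note: 0% = DMSO treated cells and 100% = gossypol at 36 µM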
TROY NFkB inh: inhibitors of TROY-dependent NF-kB signaling. Q293 LMP1-TROYcd NF-kB luciferase reporter, 4 h. inhibition, % at 10 µM. 360,000 compounds, 0.98% hits. AID 1347056;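 active = compounds whose plate-normalised and pattern-corrected inhibition of the luciferase reporter signal at the single screening dose is 50% or more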
CF NFkB block: inhibitors of cystic fibrosis induced NF-kB; KKLEB NF-kB-GFP reporter, PAF-induced, GFP fluorescence overnight; inhibition, % at 5 µM; 360,000 compounds, 0.86% hits; AID 588850;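 active = at least 50% inhibition at 5 µM, scaled per plate between neutral and stimulator controls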;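 note: PAF is a Pseudomonas aeruginosa culture filtrate used as stimulus; plate controls were PAF-stimulated DMSO wells for no effect and unstimulated DMSO wells for full effect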
KKLEB cytotox: reduces viability of KKLEB cystic fibrosis airway cells | AID 602141 | 360,000 compounds, 0.36% hits | activity change (cytotoxicity), % at 5 µM | KKLEB CF airway cells viability, ATPlite luminescence, overnight; hits give low values; cells stimulated with P. aeruginosa culture filtrate;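 active = corrected activity change at or below -50% at 5 µM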
TRAIL sens C8: sensitizes caspase-8 expressing cells to TRAIL; 360,000 compounds, 1% hits; NB7+C8 cells + TRAIL, ATPlite viability luminescence; inhibition (viability loss, TRAIL sensitization), % at 10 µM;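 active = compounds causing at least 50% loss of cell viability in the single-dose screen, relative to plate controls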
TWEAK-Fn14 inh: inhibitors of TWEAK-Fn14 interaction signaling. AID 1159606. inhibition, % at 10 µM. TWEAK-stimulated Fn14 reporter cells, luciferase luminescence, 8 h. 360,000 compounds, 2% hits; in the data active = inhibition above about 50%
Active calls of the source: *; . = not tested or not shown. This is a subset (hit frequency here may not be typical).

SMILES | NR5A2 inv ag | Shn3 3UTR inh | COUP-TFII inh | SRC3 inh | LMP1 NFkB inh | NCOA1 inh | TROY NFkB inh | CF NFkB block | KKLEB cytotox | TRAIL sens C8 | TWEAK-Fn14 inh
CCCCNC(=O)c1cn(CC)c2cc(N3CCN(C)CC3)c(F)cc2c1=O | 3 | 9 | 5 | -3 | . | 11 | -13 | -6 | 6 | 6 | 12
COc1cc(-c2ccccc2)nc2ccccc12 | -20 | 2 | 5 | 1 | 5 | -12 | 14 | -16 | 7 | 2 | 17
COc1ccc(C(=O)N(c2ccc(OC)cc2)S(=O)(=O)c2cccs2)cc1 | 15 | 22 | 4 | 10 | 14 | -33 | 7 | 12 | 6 | -1 | 2
COc1ccc(OC)c2c(C)cc(C)nc12 | 0 | -8 | 8 | 16 | 14 | 5 | 13 | -2 | -2 | -1 | -11
Cc1ccc(S(=O)(=O)N2CCN(C3CCN(Cc4ccccc4)CC3)CC2)cc1 | 3 | 5 | 11 | 12 | -3 | 6 | 12 | -14 | -3 | 11 | 2
COc1ccc2nc(SCC(C)=O)c(C#N)cc2c1 | -161 | 22 | -47 | -99 | -38 | -156 | -20 | -191 | 10 | 37 | 44
N#CCCN(C(=O)COC(=O)c1cccc(S(=O)(=O)N2CCCCCC2)c1)c1ccc(F)cc1 | 20 | 66 | -5 | -17 | -12 | 9 | 11 | 11 | -7 | -2 | 2
CCOC(=O)c1ccc(N2CC(O)=C(c3nc4ccccc4c(=O)[nH]3)C2=N)cc1 | 6 | -12 | 9 | 8 | 2 | -12 | -5 | -14 | -11 | 16 | -28
C=CCOc1ccc(/C=N/n2cncn2)cc1OC | 8 | 0 | 8 | -4 | 0 | 3 | 0 | 3 | -4 | 10 | 15
CCC(=O)Nc1ccc(-c2nnc(-c3ccccc3)o2)cc1 | -166 | 9 | -78 | -40 | -12 | -117 | -15 | 16 | -8 | 13 | 28
Cc1ccc(-c2nn(-c3ccccc3)cc2CO)cc1 | -64 | -53 | -30 | -72 | 0 | -97 | -38 | -2 | 5 | -10 | -3
C#Cc1ccc(C(=O)Nc2cc(C(N)=O)ccc2N2CCOCC2)cc1 | -9 | -8 | -14 | 3 | -4 | -17 | -1 | -8 | -10 | -13 | -21
COc1cc(NC(=S)NCCc2ccccc2)c(OC)cc1NC(=O)CC(C)C | 1 | 6 | 13 | 16 | 8 | -7 | -1 | 11 | -5 | -6 | -13
CCCCn1c(N)c(N(CC(C)C)C(=O)CN2C(=O)NC3(CCC(C(C)(C)CC)CC3)C2=O)c(=O)[nH]c1=O (stereo not given) | 3 | -17 | 4 | -10 | 4 | -35 | 13 | 16 | 2 | -22 | 5
Nc1nc2cc(S(=O)(=O)N3CCOCC3)ccc2o1 | 0 | -34 | -1 | 1 | 2 | 10 | 15 | -8 | -5 | 10 | 1
CC(CCc1ccccc1)NC(=O)Cc1ccc(Br)cc1 (stereo not given) | -11 | -8 | -5 | 12 | -38 | 13 | -9 | 18 | -4 | 8 | -1
O=C(Nc1ccc2c(c1)[C@H]1C[C@@H](CC(=O)N3CCOCC3)O[C@@H](CO)[C@H]1O2)C1CCOCC1 | 24 | -6 | -6 | 6 | -5 | -32 | 4 | -13 | -11 | 4 | -19
CC1(C)CC(=O)C=C(Nc2ccccc2)C1 | -9 | 3 | -10 | -13 | -5 | -7 | 2 | -15 | 4 | 9 | 0
CC(C)CCNC(=O)CN(CC1CCCO1)C(=O)CCC(=O)Nc1nccs1 (stereo not given) | -6 | -8 | 2 | 7 | -7 | -7 | 5 | -5 | 5 | 9 | 10
O=C(Nc1ccccc1)c1cc(C2CCCCN2S(=O)(=O)Cc2cccc(C(F)(F)F)c2)on1 (stereo not given) | 11 | -2 | 14 | -2 | . | -9 | -8 | -10 | -3 | 14 | -13
O=C(CNC(=O)c1ccc(Cl)cc1)Nc1ccc(S(=O)(=O)Nc2ncccn2)cc1 | -8 | -13 | 2 | -6 | -3 | -32 | 16 | 11 | -8 | -9 | -10
COC(=O)CC(c1ccc(C#N)cc1)n1c(C)ccc1C (stereo not given) | -11 | -36 | -3 | 8 | 2 | -8 | -3 | 7 | -4 | -4 | 24
Nc1nc2c(ncn2[C@@H]2O[C@H](CNCC3=Cc4cc(O)ccc4OC3)[C@@H](O)[C@H]2O)c(=O)[nH]1 | 14 | 2 | 0 | 16 | . | 1 | 7 | -12 | 1 | -11 | 18
COC(=O)[C@]1(CC(C)C)N[C@H](c2ccc(SC3CCCCC3)cc2)[C@@H]2C(=O)N(C)C(=O)[C@@H]21 | 11 | 1 | -13 | 0 | 11 | -9 | -2 | -14 | 7 | 6 | -26
Cc1cc(=O)[nH]c(NCc2ccccc2)n1 | -4 | 6 | -2 | 27 | 0 | 16 | 2 | 8 | 7 | -11 | -24
COc1ccc(-c2nnn(CC(=O)N(CC(=O)NCCC(C)C)Cc3cccs3)n2)cc1OC | 2 | 8 | 7 | 7 | 5 | 5 | -5 | 3 | 13 | -14 | 12
Cc1c(NC(=O)C(Sc2ccccc2)c2ccccc2)cccc1[N+](=O)[O-] (stereo not given) | -6 | 4 | -4 | 18 | -9 | -16 | 9 | 2 | 0 | 11 | 2
Cn1nc(C(=O)NC2CCCCC2)c2ccccc2c1=O | -5 | 3 | -29 | 1 | -2 | 15 | -3 | 16 | -10 | 6 | 13
CC1(C(=O)NS(C)(=O)=O)CCN1C(=O)Cc1ccc(-c2ccccc2)cc1 (stereo not given) | 4 | -19 | 9 | -1 | . | 10 | 10 | 5 | 1 | 8 | 9
O=C(COC(=O)/C=C/c1ccccc1Cl)NC1CCCCCC1 | 6 | 9 | -21 | 1 | -6 | -9 | -11 | 4 | 1 | -8 | -3
CSc1nccc(-c2c(-c3ccc(Cl)cc3)noc2C)n1 | 9 | -33 | 10 | 22 | 9 | 14 | -11 | 6 | 6 | -2 | -17
CCCCNC(=O)/C(C#N)=C/c1cccnc1 | 20 | -9 | 9 | 4 | -2 | -17 | 14 | -17 | 12 | -6 | -9
CC1(C)CC(=O)C(C(C2=C(O)CC(C)(C)CC2=O)c2cccs2)C(=O)C1 (stereo not given) | 7 | 34 | . | 13 | -13 | 8 | 28 | 18 | -1 | 16 | 4
OC(c1ccc(F)c(F)c1)c1nc(-c2cccs2)cs1 (stereo not given) | 3 | -12 | 7 | -11 | . | -20 | -36 | -19 | 2 | -16 | -1
C=C(C)CN=CC1(C)CCC(C)=CO1 (stereo not given) | 9 | 12 | 10 | -2 | 5 | -7 | 8 | 6 | -3 | -13 | 8
CSCCC(NC(=O)c1cccc([N+](=O)[O-])c1)C(=O)OCC(=O)N1CCCC1=O (stereo not given) | 9 | -7 | 17 | 18 | -4 | -9 | 4 | 10 | -3 | -5 | -1
COc1cc(NC(=S)NC2CC(C)(C)NC(C)(C)C2)c(OC)cc1Cl | -15 | -12 | -14 | 15 | -4 | -5 | 7 | 12 | -7 | -6 | -23
O=C(N/N=C/c1cccc(Oc2ccccc2)c1)c1cc[n+]([O-])cc1 | 3 | 7 | 1 | 7 | -9 | -9 | -2 | 1 | 5 | -1 | 3
CN(C(=O)COC(=O)c1ccc(CN2CCCC2=O)cc1)c1ccccc1 | -2 | 12 | 10 | -17 | 1 | 3 | -19 | -14 | 6 | -4 | 9
CC(=O)N1CCN(c2ccc(NC(=O)c3cccc(C)c3)cc2)CC1 | -39 | 3 | 4 | -14 | -8 | -10 | -23 | 9 | -9 | -5 | -28
Cc1cc(C)nc(N2C(=O)CC(Cc3ccccc3)C2=O)n1 (stereo not given) | 9 | -28 | 5 | -2 | -24 | -2 | 20 | -8 | 6 | -10 | -3
CCc1nnc(-n2nc(C)cc2-c2ccccc2)n1N | 22 | -15 | 11 | 2 | 5 | -1 | -6 | -1 | 4 | -11 | 17
CC(=O)Nc1ccc(NC(=O)CN(c2cccc(C(C)=O)c2)S(C)(=O)=O)cc1 | 16 | -13 | -7 | 7 | 3 | 0 | -17 | 6 | 9 | -4 | -4
C/C(=N\NC(=O)c1cc2ccccc2cc1O)c1cccs1 | -29 | -22 | -27 | -67 | 28 | -94 | -8 | -27 | -1 | 53* | 53*
CC(C)CN(C(=O)CN(C)CC(=O)Nc1ccccc1C#N)c1c(N)n(CC(C)C)c(=O)[nH]c1=O | 8 | 72 | 19 | -6 | 2 | 5 | 10 | 12 | 2 | -4 | 9
COc1ccc(-c2cn3cccnc3n2)cc1NC(=O)CC(C)C | -10 | 7 | -5 | 21 | -1 | -11 | 11 | 4 | -8 | 0 | -1
O=C(COc1ccc(S(=O)(=O)NC2CCCC2)cc1)N1CCCCC1 | 7 | -3 | 9 | -4 | 2 | -2 | 2 | 2 | 1 | 9 | 13
COc1ccccc1N1CC(C(=O)Nc2nnc(SCc3cccnc3)s2)CC1=O (stereo not given) | 9 | 4 | -5 | 1 | 5 | 0 | 9 | -8 | 6 | 13 | 14
COC(=O)CC1NCCc2cc(OC)c(OC)cc21 (stereo not given) | -3 | 4 | 1 | 11 | -2 | 1 | 10 | -9 | -1 | -4 | 1
COc1ccccc1C(O)P(=O)(OC(C)C)c1ccc(N(C)C)cc1 (stereo not given) | -9 | -15 | 0 | -1 | 0 | -13 | -13 | 15 | -8 | -17 | -9
COc1ccc(C2=COc3ccccc3C(=O)N2)cc1 | -15 | -2 | -1 | 8 | -6 | -19 | -13 | -5 | -9 | 4 | -26
COc1cccc(C(=O)N/N=c2\oc3c(OC)cccc3cc2C(=O)NCc2ccccc2)c1 | 12 | -20 | -13 | -11 | -2 | -3 | -28 | -10 | 5 | 4 | 9
CCOC(=O)N1CCN(c2ccccc2O)CC1 | 0 | -13 | -20 | 2 | -3 | -12 | -17 | -10 | 11 | -10 | -2
Cn1c2c(c(=O)n(C)c1=O)C(c1ccc(Cl)cc1)C(C#N)=C(N)O2 (stereo not given) | -2 | 28 | -6 | 18 | 3 | 2 | -2 | 7 | 7 | 0 | 0
COc1cccc(NC(=O)c2oc3ccccc3c2NC(=O)C2CC2)c1 | 53 | 54 | 4 | 14 | 6 | -4 | -8 | -15 | 12 | 18 | 16
CN(C)c1ccc(N2C(=NC(=O)CCC3CCCC3)SC3CS(=O)(=O)CC32)cc1 (stereo not given) | -6 | -21 | 3 | -13 | -4 | 9 | 2 | 0 | 4 | -10 | -15
Cc1ccc2c(c1)NC(=O)C(CC(=O)NCCCN1CCCCC1)O2 (stereo not given) | 8 | 2 | -15 | 13 | 0 | -8 | -24 | 15 | 14 | -5 | 11
C=CCNc1nc(C(=O)OCC(=O)NCc2cccc(Cl)c2)cs1 | 7 | 11 | 7 | 2 | 1 | 5 | -4 | 1 | 4 | 3 | -4

Compound activity from PubChem.
